HT1080 IDH1KD tx – qHTS for induction of synthetic lethality in tumor cells producing 2HG: qHTS for the HT-1080-IDH1KD cell line | HT-1080 IDH1 knockdown viability, ATP luminescence, 48 h | Potency, µM (doses to about 46.1 µM), for inactives: at the highest dose activity, negative = toxicity, usual class: cytotoxic | actives 2% (n = 360,000) | AID 686971, 2013;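 note: potency is the fitted concentration of half-maximal effect; 0% = DMSO wells and -100% = cell-free medium wells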
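CellTiter-Glo luminescence after 48 h compound exposure at 37 degrees C of IDH1-knockdown HT-1080 cells in 5% FBS RPMI. %Activity scaled between DMSO wells and cell-free media wells, with curves fitted and assigned curve classes.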
IL1B secr inh – qHTS for Inhibitors of Inflammasome Signaling: IL-1-beta AlphaLISA Primary Screen. AID 743279, 2014. THP-1 LPS/ATP IL-1B secretion, AlphaLISA, 16 h; active compounds read low. actives 4.7% (n = 360,000). activity change, % at 57.5 µM; in the data active = activity change below about -50%; inconclusive = mostly about -30% to -49%; note: % is set by controls: 0 for no effect and ±100 for the full control effect
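THP-1 cells pretreated 1 hr with compounds (up to 57.5 uM final), then stimulated with LPS (250 ng/mL final) plus ATP (1.25 mM final); secreted IL-1B measured by AlphaLISA after 16 hr, decreased signal indicating inhibition.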
KB-3-1 cytotox – qHTS assay for MDR1-selective chemotherapeutics: Primary screen using the parental adenocarcinoma cell KB-3-1 | KB-3-1 viability, CellTiter-Glo ATP luminescence, 72 h | Potency, µM (doses to about 46.1 µM), without a hit: at the top dose activity change, negative = cytotoxic, hits mostly cytotoxic | actives 1.4% (n = 400,000) | AID 1347075, 2019; note: potency is the fitted concentration of half-maximal effect; % is set by controls: 0 for no effect and ±100 for the full control effect; nearly all actives have a fitted effect of over 60% in size
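Parental KB-3-1 viability, qHTS format: 72 h compound exposure, 37 °C; CellTiter-Glo; media-only wells and DMSO plates as controls; concentration-effect fits on corrected data.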
KB-V1 cytotox – qHTS assay for MDR1-selective chemotherapeutics: Primary screen using the drug-selected MDR subline cells KB-V1 | Potency, µM (doses to about 46.1 µM), for inactives: at the highest dose activity change, negative = cytotoxicity, hits mostly cytotoxic | KB-V1 MDR cells viability, CellTiter-Glo, 72 h | actives 3.4% (n = 400,000); note: potency is the fitted concentration of half-maximal effect; % is set by controls: 0 for no effect and ±100 for the full control effect; nearly all actives have a fitted effect of over 60% in size
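Following 72 h at 37 degrees C with compound, KB-V1 cell viability was read by CellTiter-Glo luminescence, medium being phenol-red-free DMEM plus 10% FBS; concentration-response parameters came from normalized, curve-fitted qHTS data.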
S2 tox – Viability Counterscreen for Primary qHTS for Inhibitors of ATXN expression; actives 0.49% (n = 400,000); S2 cells (HEK-293 line with an ATXN2-luciferase reporter) viability, CellTiter-Fluor protease fluorescence, 24 h; Potency, µM (series often up to 56.7 µM), actives largely listed as cytotoxic; AID 651635, 2014; note: potency is the fitted concentration of half-maximal effect; nearly all actives have a fitted effect of over 40% in size
SW480 rerep – A quantitative high throughput screen for small molecules that induce DNA re-replication in SW480 colon adenocarcinoma cells. SW480 DNA re-replication, Hoechst DNA content imaging, 48 h. Potency, µM (doses to about 46.1 µM), for the others: top-dose re-replication activation, usual class: activators. actives 1.8% (n = 340,000); note: potency is the fitted concentration of half-maximal effect; % of control where 0% means no effect; nearly all actives have a fitted effect of over 55% in size
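Per well, 250 cells were exposed to pinned compound for 48 hr. Nuclear DNA was visualised with Hoechst (40 min, 37 C) and total object intensity recorded by fluorescence scanning.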
ATXN2 expr inh – Primary qHTS for Inhibitors of ATXN expression; Potency, µM (titrated, usually from 57 µM), without a hit: top-dose activity change, negative = inhibition, actives largely listed as inhibitors; actives 0.72% (n = 360,000); AID 1745845, 2022; HEK-293 ATXN2-luciferase reporter, luminescence, 24 h; note: potency is the fitted concentration of half-maximal effect; % is set by controls: 0 for no effect and ±100 for the full control effect; nearly all actives have a fitted effect of over 55% in size
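qHTS (up to 57 uM final) was run with 24 h compound exposure of reporter cells at 37 °C. Each well was multiplexed: SteadyGlo luminescence measured ATXN2-luciferase expression after a fluorogenic Gly-Phe-AFC viability readout (25 uM final).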
HT1080-NT tox – qHTS for induction of synthetic lethality in tumor cells producing 2HG: qHTS for the HT-1080-NT fibrosarcoma cell line | HT-1080-NT fibrosarcoma viability, CellTiter-Glo ATP luminescence, 48 h | Potency, µM (highest dose often 46.1 µM), for the others: top-dose activity, negative = less viability, usual class: cytotoxic | actives 1.6% (n = 360,000) | AID 686970, 2013;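 note: NT is the 2HG producing partner of a matched IDH1 knockdown line; potency is the fitted concentration of half-maximal effect; 0% = DMSO-treated cells and -100% = media-only wells without cells; nearly all actives have a fitted effect of over 55% in size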
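Compounds were tested in concentration-response format on HT-1080-NT cells for 48 hours at 37 degrees C. Cell viability came from CellTiter-Glo luminescence; curves were classified by r2, response magnitude and activity.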
MCF10A rerep – A quantitative high throughput screen for small molecules that induce DNA re-replication in MCF 10a normal breast cells; MCF 10A DNA re-replication, Hoechst nuclear intensity, 48 h; Potency, µM (top dose mostly 46.1 µM), without a hit: top-dose activity, positive = re-replication, hits mostly activators; actives 2.9% (n = 350,000); AID 624296, 2012; note: potency is the fitted concentration of half-maximal effect; % of control where 0% means no effect; nearly all actives have a fitted effect of over 50% in size
Numbers without * were called inactive; i = inactive; ? = inconclusive; . = no result given; & = joins results of further samples; ! = a repeat was not active; [ ] = another dose, or the depositor's remark. Unless noted, calls come from the whole dose curve; as a rule, active = well fitted curve in the direction sought with a large enough effect; inconclusive = small, poorly fitted or top-dose-only effect, or another doubt; inactive = no such curve, though single readings can be large; an effect the other way counts as inactive or inconclusive. Hits appear at their usual frequency. About 11% of those tested had a hit in this group.

Second line of a record: MCF10A rerep | HT1080-NT tox | HT1080 IDH1KD tx | SW480 rerep | KB-V1 cytotox | IL1B secr inh | ATXN2 expr inh | S2 tox | KB-3-1 cytotox
> Cc1nnc(SC(C)C(=O)Nc2ccc(Cl)cc2Cl)[nH]c1=O (centres undefined)
 : 23% | 0% | -9% | ? | 32% | 28 | -19% | i | 9%
> Cc1cccc(-c2c3c(=O)n(C)c(=O)n(C)c3cn2C2CCCCC2)c1
 : ? | -12% | -1% | 4% | 16µM* | -1 | 0% | i | -8%
> COc1ccc(-c2cc(C(=O)NC(C)c3ccccc3)c3cc(C(C)C)ccc3n2)cc1 (centres undefined)
 : . | . | . | . | 23% | . | 8% | i | 0%
> COc1ccc(C(=O)Nc2nnc(C3=COCCO3)o2)cc1OC
 : 3% | -6% | -13% | -4% | ? | i | 1% | i | 0%
> CC(C)Cn1nc(C(=O)OCC(=O)NCC(F)(F)F)c2ccccc2c1=O
 : 0% | 4% | 12% | 1% | 0% | 21 | . | i | 6%
> C[C@@H]1NC(=O)[C@@]2(C)[C@@H](c3ccccc3)[C@H]3COc4ccccc4[C@@H]3N2C1=O
 : -17% | 12% | 9% | -8% | 0% | 20 | 10% | i | 18%
> Cc1ccc(NC(=O)CSc2nc3ccccc3nc2Cc2ccccc2)c(Cl)c1
 : . | . | . | . | 10% | . | 8% | i | 9%
> CCC(C)C(=O)Nc1nnc(CCc2ccccc2)s1 (centres undefined)
 : -3% | -11% | -15% | -3% | -6% | 6 | 37%[activator] | i | 8%
> O=C(CCc1ccccc1)NNC(=O)COc1ccccc1Cl
 : ? | 2% | 11% | -7% | -8% | 10 | -2% | i | 2%
> O=[N+]([O-])c1cc(S(=O)(=O)N2CCCC2)ccc1OCc1ccccc1
 : 12% | 8% | 1% | -5% | ? | -23 | -34% | i | -6%
> COc1ccccc1NS(=O)(=O)c1cc(N)ccc1N1CCOCC1
 : -2% | 20% | 26% | -1% | 4% | -21 | 9% | i | -5%
> Cc1ccc2[nH]c(=O)c(C(c3nnnn3C3CCCC3)N(Cc3cccnc3)Cc3ccco3)cc2c1 (centres undefined)
 : ? | -27% | ? | ? | 2% | ? | -4% | i | -10%
> CCN1CCN(CCCNC(=O)CS(=O)(=O)Cc2nc(-c3ccccc3C)oc2C)CC1
 : -1% | ? | -11% | -16% | -18%&17% | -25 | -13%&3% | i | -4%&12%
> COC(=O)Oc1cncc(C(=O)O)c1
 : 0% | 2% | 0% | -11% | ? | 10 | -3% | i | 12%
> CCOC(=O)c1ccccc1NC(=O)Cc1c(C(=O)O)c(C)cn1C
 : . | . | . | . | 0% | . | -5% | i | -6%
> O=C(COC(=O)Cc1ccc(F)cc1)NC1CCCCC1
 : -4% | 7% | 3% | -3% | 9% | 8 | -8% | ? | 6%
> CCC(C)c1ccc(S(=O)(=O)Nc2cccnc2)cc1 (centres undefined)
 : 2% | -9% | ? | 29% | -1% | 34 | . | i | -32%
> CC(=NNC(=S)N1CCCCC1)c1cccc(C)n1
 : ? | -22% | ? | ? | ? | 0 | ? | ? | 0.23µM*
> Cc1cc(C)c(NC(=S)N(CCN2CCCCC2)Cc2ccco2)c(C)c1
 : 0% | -26% | -1% | 2% | ? | -3 | -9% | i | -5%
> Cc1ccc(Cn2cnc3nc4c(cc3c2=O)CC(C)CC4)cc1 (centres undefined)
 : . | . | . | . | -9% | . | 86%[activator] | i | -14%
> CCOC(=O)c1c(NC(=O)C(C)Sc2nnc(C)c(=O)[nH]2)sc2c1CCCC2 (centres undefined)
 : 11% | -2% | -10% | 11% | 6% | 30 | -11% | i | 11%
> O=c1c2c(-c3cccs3)csc2ncn1/N=C/c1ccc(OC(F)F)cc1
 : -1% | -8% | -1% | -1% | 15µM* | -28 | -10% | i | 22%
> COc1ccc(C)c2sc(=NC(=O)c3cccc(N4C(=O)CCC4=O)c3)n(C)c12
 : ? | -2% | -8% | 11% | 0% | 46 | . | i | -9%
> CCOC(=O)c1c(NC(C)=O)sc2c(O)c(Br)cc(Br)c12
 : ? | 20% | 29% | 1% | 0% | 14 | -10% | ? | 8%
> CCOc1ccc(CCNC(=O)COC(=O)C2CCN(S(=O)(=O)c3ccccc3)CC2)cc1OCC
 : -4% | 4% | 1% | -33%[inhibitor] | ? | -6 | -9% | i | 10%
> Cc1ccccc1CC(=O)Nc1ccc(S(=O)(=O)N2CCOCC2)cc1
 : 21% | 1% | 3% | 2% | 4% | -18 | 7% | i | 6%
> CCOc1ccc(NS(=O)(=O)c2ccc(OCC(=O)NCc3ccncc3)cc2)cc1
 : -1% | 2% | 12% | 8% | . | -4 | -9% | i | .
> O=C(NN=C1CCCCCC1)c1cccs1
 : 0% | 13% | 17% | -2% | 9% | 25 | 20% | i | 7%
> CN(NC(=S)Nc1ccc(OC(F)F)cc1)C(=S)Nc1ccc(OC(F)F)cc1
 : -14% | -2% | -1% | -11% | -9% | ? | -5%[11.3 µM] | i | 5%
> COCCNC(=S)N/N=C(\C)c1ccc(Cl)s1
 : 10% | ? | 0% | 5% | -10% | -96* | 0% | ? | 12%
> CCCCN(C(=O)C1CC(=O)N(c2ccc3c(c2)OCCO3)C1)c1c(N)n(CCCC)c(=O)[nH]c1=O (centres undefined)
 : 2% | 9% | 10% | 3% | 5% | -1 | 7% | i | 19%
> COC(=O)C1=NN(C(=O)c2ccc(Cl)cc2)C(O)(c2ccccc2)C1 (centres undefined)
 : 17% | -2% | -10% | 19% | -5% | 5 | -11% | i | -5%
> Cc1ccc(-c2csnn2)cc1
 : -2% | 5% | 11% | -9% | ? | -6 | . | i | 4%
> CCN(CC)C(=O)C1=C(C)N(Cc2ccc(OC)cc2)C(=O)C(CC(=O)NC2CCCCC2)C1 (centres undefined)
 : . | 1% | 4% | . | ? | -10 | 4% | i | 18%
> O=[N+]([O-])c1cc(-c2nnc(C34CC5CC(CC(C5)C3)C4)o2)cc([N+](=O)[O-])c1
 : 16% | 8% | -7% | -5% | ? | 43 | -11% | i | 6%
> Cc1ccc(Cl)c(Nc2ccccc2C(=O)O)c1Cl
 : 27µM*! | ? | ? | -9%&-8%&10%&6% | 4%&2% | 11&32 | 6%&4%&9% | i | 0%&0%
> CCCN(CCC)Cc1c(C(=O)N/N=C/c2ccc(C)o2)nnn1-c1nonc1N
 : 9% | ? | -24% | -4% | 3% | 9 | -15% | ? | -3%
> CN1CCN(C(=O)CNC(=O)C23CC4CC(CC(C4)C2)C3)CC1
 : ? | 1% | 1% | 3% | 0% | -3 | 3% | i | -13%
> Cc1ccc(Cl)c(OCC(=O)Nc2ccccc2N2CCCCC2)c1
 : ? | 1% | -2% | 3.7µM* | -24% | 17 | -2% | i | -3%
> COc1cc2nc(/C=C/c3cc(OC)c(OC)c(OC)c3)sc2cc1SC
 : ? | ? | ? | ? | 10µM* | -26 | ? | . | 23µM*
> COc1ccc(Cl)cc1NC(=O)CCn1c(=O)oc2ccccc21
 : 1% | -1% | -12% | 6% | -7%&24% | -9 | 21%&-6% | i | -4%&20%
> CCC(=O)N1CCc2cc(S(=O)(=O)NCCC(=O)NCc3ccccc3OC)ccc21
 : 8% | 2% | 1% | -6% | ? | -3 | -14% | i | 12%
> O=C(Nc1cccc(NC(=O)C2CC3CCCC(C2)C3=O)n1)C1CC2CCCC(C1)C2=O (centres undefined)
 : 2% | -4% | -5% | -1% | -2% | -10 | -7% | i | -1%
> CCOc1ccccc1NC(=O)CCNS(=O)(=O)c1ccc2c(c1)CCN2C(=O)C1CC1
 : . | . | . | . | -26% | . | 0% | i | 13%
> O=C(O)c1cc(=O)c2c(Cl)cc(Cl)cc2[nH]1
 : -1% | 17% | 8% | -34%[inhibitor] | 13% | 19 | 7% | i | 0%
> COc1ccc(N2C(S)=C(C#N)C(=O)NC2c2ccc(OC)c(OC)c2)cc1 (centres undefined)
 : 25% | -26% | -10% | 14% | -10% | 16 | 8% | i | -3%
> O=C(CCC(=O)c1cccs1)NCc1ccc(Cl)cc1
 : -15% | 9% | 6% | -2% | 12% | 28 | -5% | i | 0%
> COc1ccc(OC)c(S(=O)(=O)N(C)CC(=O)N2CCCCC2)c1
 : 1% | 1% | -1% | -6% | -34% | -21 | 2% | i | -17%
> COc1ccc(C(=S)N2CCCC2)cc1Br
 : -4% | 13% | 2% | -64%[inhibitor] | 4% | 9 | -2% | ? | 9%
> N#Cc1cnn(-c2nc3sc4c(c3c(=O)[nH]2)CCCC4)c1N
 : ? | -8% | -15% | -6% | -26% | -14 | -21% | i | ?
> N#Cc1ccccc1NS(=O)(=O)c1ccc(N2CCCCS2(=O)=O)cc1
 : . | . | . | . | 27% | . | 4% | i | 12%
> CC(C)N(C(=O)COC(=O)c1cccc(S(=O)(=O)N2CC3(C)CC2CC(C)(C)C3)c1)C(C)C (centres undefined)
 : 12% | -1% | -18% | -3% | ? | -17 | -16% | i | -1%
> CCCCN(C)CCNC(=O)c1nn(-c2ccc(OC)cc2)c(=O)c2c1c1ccccc1n2C
 : 2% | 2% | -1% | -39%[inhibitor] | 20%&8% | -1 | -10% | ? | -3%&-8%
> COc1cc(Br)cc(/C=N/NC(=O)Cc2ccc(C(F)(F)F)cc2[N+](=O)[O-])c1O
 : ? | ? | 16µM* | 24% | -13% | 76 | ? | i | ?
> Cc1cc(N/N=C/c2ccc(O)cc2)nc(NS(=O)(=O)c2ccccc2)n1
 : 7% | 11% | 9% | -1% | 2% | -1 | -37% | ? | -3%
> COc1ccc(CN2CCN(C(=O)CC(C)C)CC2)cc1Br
 : 1% | 24% | 9% | 1% | 0% | 18 | -6% | i | ?
